CHO-K1 Ca ag – nonselective activator or artifact in parental CHO-K1 cells. Fluo-8 calcium fluorescence; scaled to maximal ATP response, vehicle zero. activation, % at 3 µM. 360,000 compounds, 0.48% hits; in the data active = activation above about 15%;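 note: untransfected CHO-K1 host cells lacking M1 receptor as counterscreen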
M4 antag – CHRM4 antagonism in calcium assay; P08173; CHO-hM4 cells, ACh EC80, Fluo-8 calcium fluorescence; inhibition, % at 3 µM; 360,000 compounds, 0.73% hits; AID 624125;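 active = inhibition above its plate's cutoff, the mean inhibition of sample wells plus 3 SD, cut at about 27% in these data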;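 note: 0% = acetylcholine EC80 with DMSO and 100% = DMSO without agonist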
Target sequence (P08173 whole entry, looked up): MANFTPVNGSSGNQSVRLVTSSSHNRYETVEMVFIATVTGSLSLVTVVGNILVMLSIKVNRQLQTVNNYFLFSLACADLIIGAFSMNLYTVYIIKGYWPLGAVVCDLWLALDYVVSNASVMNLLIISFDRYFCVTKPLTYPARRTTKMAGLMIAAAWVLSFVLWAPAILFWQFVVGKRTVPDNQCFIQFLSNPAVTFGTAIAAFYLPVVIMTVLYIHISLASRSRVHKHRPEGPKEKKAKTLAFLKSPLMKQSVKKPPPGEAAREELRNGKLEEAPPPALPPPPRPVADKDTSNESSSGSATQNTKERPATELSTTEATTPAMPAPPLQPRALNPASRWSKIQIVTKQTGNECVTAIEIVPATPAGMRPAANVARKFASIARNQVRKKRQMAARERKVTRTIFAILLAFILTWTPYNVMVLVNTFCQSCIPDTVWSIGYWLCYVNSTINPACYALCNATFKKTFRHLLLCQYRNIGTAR
M5 PAM – positive allosteric modulators of human muscarinic M5 receptor; 360,000 compounds, 0.3% hits; P08912; CHO-K1 hM5, Fluo-8 calcium, ACh EC20 PAM; 0% = ACh EC20, 100% = ACh EC100; activation, % at 3 µM; AID 624038;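 active = activation above the run cutoff, the mean activation of all test compounds plus 3 SD, cut at about 18% in these data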
Target sequence (P08912 whole entry, looked up): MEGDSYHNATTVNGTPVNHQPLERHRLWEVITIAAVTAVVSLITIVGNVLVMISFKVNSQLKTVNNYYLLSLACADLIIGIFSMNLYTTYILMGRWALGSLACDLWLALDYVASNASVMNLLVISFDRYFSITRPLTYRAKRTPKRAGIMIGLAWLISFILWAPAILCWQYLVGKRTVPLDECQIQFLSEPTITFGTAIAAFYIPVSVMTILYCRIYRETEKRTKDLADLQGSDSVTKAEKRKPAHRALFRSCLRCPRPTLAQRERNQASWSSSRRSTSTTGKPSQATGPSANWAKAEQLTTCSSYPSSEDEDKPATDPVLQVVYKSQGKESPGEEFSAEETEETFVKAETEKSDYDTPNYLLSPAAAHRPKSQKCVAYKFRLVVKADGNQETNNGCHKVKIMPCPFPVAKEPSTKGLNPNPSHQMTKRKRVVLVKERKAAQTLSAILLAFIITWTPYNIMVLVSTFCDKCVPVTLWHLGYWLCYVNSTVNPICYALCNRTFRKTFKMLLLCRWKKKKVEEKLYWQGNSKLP
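Assay system: CHO-K1 hM5 cells / Incubation: Fluo-8 loading 80 min at 37 °C plus 30 min room temperature / Technique: Fluo-8 calcium dye fluorescence, kinetic read / Repeats: single replicate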
M4 ag – CHRM4 agonism in calcium assay; CHO-K1 hM4/Gqi5, Fluo-8 calcium fluorescence; vehicle 0%, full acetylcholine response 100%; activation, % at 3 µM; 360,000 compounds, 0.14% hits; AID 624127;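 active = activation above the run mean over all test wells plus 3 SD, cut at about 32% in these data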;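 note: peak over basal fluorescence ratio per well then scaled between controls; 0% = DMSO wells and 100% = acetylcholine at EC100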
CHO-K1 Ca antag – nonselective inhibitor or artifact in parental CHO-K1 cells; ATP-induced calcium, Fluo-8 fluorescence; inhibition, % at 3 µM; 360,000 compounds, 0.6% hits; AID 602250;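 active = inhibition above a per-plate cutoff, the plate's mean sample inhibition plus 3 SD, cut at about 24% in these data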;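 note: 0% = DMSO plus EC80 ATP and 100% = DMSO alone without ATP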
M1 PAM parental – nonselective activator or artifact in parental CHO-K1 calcium assay; ATP EC20, Fluo-8 calcium fluorescence; 0% at ATP EC20, 100% at ATP max; activation, % at 3 µM; 360,000 compounds, 0.02% hits;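 active = activation above the run cutoff, the mean activation of all test compounds plus 3 SD, cut at about 40% in these data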;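 note: peak over basal fluorescence ratio in a 140 s read after ATP addition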
M4 PAM – potentiates acetylcholine response at human M4 receptor; activation, % at 3 µM; 360,000 compounds, 0.4% hits; CHO-K1 hM4/Gqi5, Fluo-8 calcium fluorescence, ACh EC20; 0% = ACh EC20, 100% = maximal ACh; AID 624126; P08173;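 active = activation above its plate's cutoff, the mean activation of sample wells plus 3 SD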; note: some results filed as inactive read as strong as hits
CHRM5 antagonist – antagonists of human muscarinic M5 receptor (CHRM5). 360,000 compounds, 0.59% hits. inhibition, % at 3 µM. CHO-hM5 cells, Fluo-8 calcium fluorescence, ACh EC80;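 active = inhibition above a per-plate cutoff, the mean of that plate's test compounds plus 3 SD, cut at about 27% in these data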;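 note: 0% = acetylcholine EC80 with DMSO and 100% = DMSO without agonist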
M5 ag – agonists of human muscarinic M5 receptor (CHRM5). CHO-K1 hM5 cells, Fluo-8 calcium fluorescence; 0% DMSO wells, 100% maximal acetylcholine response. activation, % at 3 µM. 360,000 compounds, 0.19% hits. AID 624037;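 active = activation above the run's mean over test compounds plus 3 SD, cut at about 23% in these data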;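 note: signal is peak over basal fluorescence ratio across the kinetic read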
Starred values were filed as active, the others as inactive.

1	CC(OC(=O)CCc1nc2ccccc2c(=O)[nH]1)C(=O)Nc1ncc(Cl)cc1Cl (configuration not stated)
2	N#CC1=C2SCN(c3ccccc3)CN2C(=O)CC1c1c(Cl)cccc1Cl (configuration not stated)
3	CC(C)c1nc(SCC(=O)Nc2cccc3ccccc23)n[nH]1
4	CCOC(=O)c1c(NC(=O)c2ccc(N3C(=O)C4C5C=CC(C5)C4C3=O)cc2)sc2c1CCCC2 (configuration not stated)
5	Cc1noc(C)c1C(=O)OCC(=O)Nc1ccccc1Oc1ccccc1
6	O=C1NC(=O)C(Cc2ccccc2)(c2cccnc2)N1 (configuration not stated)
7	CCN1CCN(C(=O)c2ccc3c(c2)N(Cc2ccc(C)cc2)CCS3)CC1
8	CCOC(CNC(=O)c1ccc2c(c1)nc(C)n2-c1cccc(F)c1)OCC

Screen / compound no.	1	2	3	4	5	6	7	8
M4 antag	-10	6	-2	-1	-17	-11	-9	-1
CHO-K1 Ca antag	-7	5	-10	-6	-1	15	-10	-9
CHRM5 antagonist	0	1	7	-1	6	13	-9	1
CHO-K1 Ca ag	-0.1	0.5	0.3	0.5	0.2	-0.1	3.7	0.8
M5 ag	0	0	1	-1	-5	-1	-5	1
M4 PAM	11	-1	-2	0	8	4	-5	2
M5 PAM	4	-3	-1	4	-10	-5	0	0
M4 ag	0	1	1	1	0	0	9	0
M1 PAM parental	9	3	16	18	14	-18	-2	16

9	CCn1nnnc1SCC(=O)NCc1ccco1
10	CCc1ccccc1N(CC(=O)NC(C)c1ccccc1)S(C)(=O)=O (configuration not stated)
11	O=C(NCc1cccs1)C1CCCN1C(=O)Nc1ccccc1[N+](=O)[O-] (configuration not stated)
12	OCCOCCN1CCN(C(=S)Nc2ccccc2)CC1
13	Cc1cccc(OCC(=O)NCC2CCCO2)c1C (configuration not stated)
14	C=C(c1ccccc1)c1ccccc1N
15	C=CCn1cccc(C(=O)Nc2ccc(OCC)cc2)c1=O
16	CCc1nn(-c2cc(Cl)ccc2OC)c2c1C(=O)CCC2

Screen / compound no.	9	10	11	12	13	14	15	16
M4 antag	-6	-7	-7	-10	-7	0	1	-2
CHO-K1 Ca antag	-1	-13	1	-5	10	-5	-3	-15
CHRM5 antagonist	-3	0	-3	3	-2	7	11	-11
CHO-K1 Ca ag	0.0	0.7	-0.1	0.5	0.5	-0.5	2.5	-0.2
M5 ag	0	-3	-2	1	-2	-1	-2	-5
M4 PAM	11	-4	5	6	5	2	4	10
M5 PAM	3	3	4	7	4	12	-10	18*
M4 ag	1	0	3	1	2	-3	5	-1
M1 PAM parental	18	13	-8	-14	19	9	7	14

17	CC(C)C(NC(=O)c1ccccc1NC(=O)c1ccco1)C(=O)NNC(=O)c1ccncc1 (configuration not stated)
18	C=CCn1c(SCC(=O)N2CCN(CCO)CC2)nc2sc3c(c2c1=O)CCC3
19	CCOc1ccccc1N(CC(=O)Nc1ccc(S(=O)(=O)N2CCOCC2)cc1)S(=O)(=O)c1ccc(Cl)cc1
20	COc1ccc([N+](=O)[O-])cc1NC(=O)C(C)N(C)Cc1ccc(Br)cc1 (configuration not stated)
21	Cn1c(=O)c2cc(S(=O)(=O)NC(C(=O)NC3CCCCC3)c3ccccc3)ccc2n(C)c1=O (configuration not stated)
22	Cc1ccc(NC(=S)N/N=C/c2ccc(OCCC(C)C)cc2)c(C)c1
23	COc1cccc(C(=O)NCCCNC(=O)c2ccco2)c1
24	O=Cc1cn(CC(=O)N2CCc3ccccc32)c2ccccc12

Screen / compound no.	17	18	19	20	21	22	23	24
M4 antag	9	10	0	3	-15	7	-4	2
CHO-K1 Ca antag	-3	-7	1	-8	-13	-5	-12	-16
CHRM5 antagonist	8	-7	-3	3	-2	-11	7	3
CHO-K1 Ca ag	0.2	0.3	-0.3	1.2	0.8	4.6	0.3	1.1
M5 ag	-2	0	3	-1	0	-1	1	2
M4 PAM	-3	-9	17	8	8	-4	8	7
M5 PAM	9	14	5	0	-1	-1	3	3
M4 ag	1	0	2	1	0	-1	2	4
M1 PAM parental	0	-14	-1	24	20	9	12	9

25	COC(=O)CSc1nc2sc3c(c2c(=O)[nH]1)CCC3
26	CCOC(=O)C1CCCN(C2CCN(Cc3nc(Cc4ccccc4)no3)CC2)C1 (configuration not stated)
27	CCn1c(C)nc2cc(C(=O)NNS(=O)(=O)c3c(F)cc(F)c(Cl)c3F)ccc21
28	COc1ccc(Nc2cc(C)nc(N3CCN(C(=O)c4ccc5c(c4)OCO5)CC3)n2)cc1
29	COc1ccc2c(c1)O[C@H](c1ccc3c(c1)OCO3)[C@@H](O)C2=O
30	C/C(=C/C(=O)NCc1ccccc1)C(=O)O
31	Cc1c(C(=O)N2CCCCC2)sc(N)c1C#N
32	CC(C)(C)OC(=O)NCCCCC1=CC2=CC(=O)C(C)(O)C(=O)C2=CO1 (configuration not stated)

Screen / compound no.	25	26	27	28	29	30	31	32
M4 antag	13	3	2	3	1	-5	-1	7
CHO-K1 Ca antag	0	-12	-14	-12	-4	-28	-3	-1
CHRM5 antagonist	5	14	3	0	0	-10	-2	15
CHO-K1 Ca ag	0.1	0.8	0.5	0.6	1.1	0.1	0.4	0.4
M5 ag	-3	-17	3	2	-1	-4	-2	2
M4 PAM	1	-10	1	3	8	9	5	-1
M5 PAM	-2	-15	1	7	-2	8	5	-9
M4 ag	1	1	2	0	3	1	0	1
M1 PAM parental	1	13	-13	11	4	15	15	-11

33	COc1ccc(C(=O)N/C(=C\c2cn(C)c3ccccc23)C(=O)OCC(C)C)cc1
34	S=C(Nc1cccnc1)Nc1ccccc1Br
35	N=c1c2c3c(sc2nc2n1CCC2)CCCC3
36	Cc1cccc(N2CCN(S(=O)(=O)c3ccc4c(c3)CCCN4C(=O)C3CCC3)CC2C)c1 (configuration not stated)
37	COc1ccc(S(=O)(=O)N2CCCCC2)cc1NC(=O)c1cc(C)on1
38	CCOC(=O)c1cc(NC(=O)c2c(C)noc2C)cc(C(=O)OCC)c1
39	O=C(CCn1ccc2ccccc21)NC1CCCc2ccccc21 (configuration not stated)
40	CCn1c(SCC(=O)Nc2cc(C)on2)nnc1-c1ccc(C)cc1

Screen / compound no.	33	34	35	36	37	38	39	40
M4 antag	1	0	8	1	-4	-10	-4	1
CHO-K1 Ca antag	0	7	3	3	-16	-19	-4	-14
CHRM5 antagonist	-1	4	-4	3	13	-8	1	11
CHO-K1 Ca ag	0.5	0.3	0.6	-0.4	1.8	2.2	0.9	2.2
M5 ag	-3	0	-5	-4	-2	1	-5	-2
M4 PAM	-3	0	-4	-2	-1	12	-1	-8
M5 PAM	-1	2	5	-3	-4	7	0	0
M4 ag	0	0	0	1	3	3	3	1
M1 PAM parental	6	2	15	-16	0	28	12	-20

Part of the list above, with two lines to a compound.
Second line of a record – M4 antag, CHO-K1 Ca antag, CHRM5 antagonist, CHO-K1 Ca ag, M5 ag, M4 PAM, M5 PAM, M4 ag, M1 PAM parental
[34] S=C(Nc1cccnc1)Nc1ccccc1Br
    0, 7, 4, 0.3, 0, 0, 2, 0, 2
[35] N=c1c2c3c(sc2nc2n1CCC2)CCCC3
    8, 3, -4, 0.6, -5, -4, 5, 0, 15
[36] Cc1cccc(N2CCN(S(=O)(=O)c3ccc4c(c3)CCCN4C(=O)C3CCC3)CC2C)c1 (configuration not stated)
    1, 3, 3, -0.4, -4, -2, -3, 1, -16
[33] COc1ccc(C(=O)N/C(=C\c2cn(C)c3ccccc23)C(=O)OCC(C)C)cc1
    1, 0, -1, 0.5, -3, -3, -1, 0, 6

Next compounds.
41	CC(C)(C)n1nnnc1C(c1cccs1)N1CCN(C(=O)c2ccco2)CC1 (configuration not stated)
42	COc1ccc(N(Cc2cc3cc(C)ccc3[nH]c2=O)C(C)=O)cc1
43	Cc1cc(C)n(S(=O)(=O)c2ccccc2)n1
44	CCNC(=O)C1(C)CCN(C(=O)CCc2ccccc2)C1 (configuration not stated)
45	COC(=O)c1sc(NC(=O)COc2ccccc2C)nc1C
46	COc1cc(C(=O)O/N=C(\N)c2ccc([N+](=O)[O-])cc2)cc(OC)c1OC
47	COc1cccc(-c2cc(C(=O)Nc3ccc(N(C)C(C)=O)cc3)c3cc(Br)ccc3n2)c1
48	COC(=O)[C@@H](Cc1ccccc1)NC(=O)NCCc1ccccc1

Screen / compound no.	41	42	43	44	45	46	47	48
M4 antag	10	-6	5	-16	0	0	24	-25
CHO-K1 Ca antag	-30	1	-13	1	-9	-10	3	-14
CHRM5 antagonist	-4	10	-5	7	6	1	16	15
CHO-K1 Ca ag	1.0	0.8	0.8	0.3	0.3	0.2	2.6	0.5
M5 ag	2	2	-2	1	1	-3	0	-5
M4 PAM	-8	-2	1	5	3	4	-11	10
M5 PAM	3	-2	8	0	-3	-5	-18	-14
M4 ag	1	1	0	1	0	1	11	2
M1 PAM parental	28	-2	4	2	3	12	8	6

A different layout for 2 compounds above:
Screens in order – M4 antag | CHO-K1 Ca antag | CHRM5 antagonist | CHO-K1 Ca ag | M5 ag | M4 PAM | M5 PAM | M4 ag | M1 PAM parental
(42) COc1ccc(N(Cc2cc3cc(C)ccc3[nH]c2=O)C(C)=O)cc1
 : -6 | 1 | 10 | 0.8 | 2 | -2 | -2 | 1 | -2
(41) CC(C)(C)n1nnnc1C(c1cccs1)N1CCN(C(=O)c2ccco2)CC1 (configuration not stated)
 : 10 | -30 | -4 | 1.0 | 2 | -8 | 3 | 1 | 28

The listing continues:
49	Cc1ccc(Cl)cc1NC(=O)CN1CCN(S(=O)(=O)N2CCOCC2)CC1
50	CN(Cc1cc(=O)[nH]c2ccccc12)C(=O)c1ccccc1
51	COc1cccc(CNC(=O)COC(=O)C23CC4CC(CC(Cl)(C4)C2)C3)c1
52	CCc1ccc(CN(C)C(=O)C2CCC(=O)N(CC3CCCCC3)C2)cc1 (configuration not stated)
53	CCOC(=O)C1=NOC(Cn2cc(C(C)=O)c(=O)[nH]c2=O)C1 (configuration not stated)
54	CCOC(=O)C1CCN(Cc2oc(CO)cc(=O)c2O)CC1
55	Cc1nc(SCc2ccccc2)n[nH]1
56	CCc1nc2ccc(C(=O)N(C)CCN(C)C)cn2c1N(CC)CCOC

Screen / compound no.	49	50	51	52	53	54	55	56
M4 antag	-14	1	4	-11	-4	-9	-3	2
CHO-K1 Ca antag	-16	-7	-6	-11	13	2	5	-6
CHRM5 antagonist	5	6	2	9	10	-2	0	0
CHO-K1 Ca ag	2.1	0.9	4.3	0.8	5.0	-0.3	-0.2	0.7
M5 ag	1	2	1	2	1	2	0	0
M4 PAM	3	2	1	0	-6	15	0	0
M5 PAM	-4	0	-4	-1	-14	-9	1	-2
M4 ag	6	3	7	1	17	1	0	0
M1 PAM parental	9	9	11	2	13	-1	4	9
